TNAP act hiacc – increases human TNAP activity under high phosphate acceptor concentration | purified TNAP, CDP-star luminescence, 1 M DEA, 30 min; stronger effect = higher value; 0 = EDTA background, 1 = DMSO-only activity | activation factor at 20 µM | 200,000 tested, under 10 active | P05186 | AID 1136;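 active means activation factor at least 2 at 20 µM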
Target sequence (P05186 whole entry, looked up): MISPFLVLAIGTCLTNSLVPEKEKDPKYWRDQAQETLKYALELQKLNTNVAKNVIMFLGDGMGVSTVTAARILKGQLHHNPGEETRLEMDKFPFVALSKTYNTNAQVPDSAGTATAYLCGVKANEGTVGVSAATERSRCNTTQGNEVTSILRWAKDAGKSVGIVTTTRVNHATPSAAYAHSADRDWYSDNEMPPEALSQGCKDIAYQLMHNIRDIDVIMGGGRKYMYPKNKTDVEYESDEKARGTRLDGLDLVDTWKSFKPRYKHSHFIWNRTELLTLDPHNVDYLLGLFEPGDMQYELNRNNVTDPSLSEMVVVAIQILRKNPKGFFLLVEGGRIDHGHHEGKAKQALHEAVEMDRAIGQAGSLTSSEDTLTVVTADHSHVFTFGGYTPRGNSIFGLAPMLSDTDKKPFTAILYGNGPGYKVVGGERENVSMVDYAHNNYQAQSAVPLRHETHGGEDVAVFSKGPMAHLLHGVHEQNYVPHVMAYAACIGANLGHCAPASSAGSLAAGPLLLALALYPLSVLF
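Assay system: human TNAP; Input: enzyme diluted 1/800 final; Reagent: CDP-star luminogenic substrate at 100 µM final; Timing: 30 min, room temperature; Signal: luminescence; Evaluation: TNAP activation factor scaled between EDTA and DMSO control wells.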
Diaph act CS – activates diaphorase or chemically reduces, flagging diaphorase assay artifacts; hit rate 0.005% among 190,000; AID 1229; Diaphorase/resazurin coupled assay, resorufin fluorescence, 16 min; stronger effect = higher value; 1 = vehicle wells, 0 = NADH-free wells; activation factor at 20 µM;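 active means diaphorase activity raised at least twofold by the compound at 20 µM; inactive means activation factor below 2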
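Assay system: bacterial diaphorase enzyme (C. kluyveri) / Input: enzyme 0.07 U/mL final / Medium: 50 mM HEPES pH 7.4 with 4.542 mM MgCl2, 0.005% Tween 20 / Doses: single compound dose of 20 µM, 1% DMSO final / Incubation: 16 min enzyme reaction, ambient temperature / Signal: fluorescence, excitation 544 nm and emission 590 nm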
FLuc stim CS – affects firefly luciferase, flagging false hits in luciferase stimulation screens | P08659 | activation factor at 10 µM | 200,000 tested, under 10 active | ATPlite luciferase biochemical, luminescence, 10 min; 0 = ATP-free wells, 1 = DMSO control;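 active means luciferase activation factor, scaled between plate controls, of at least 2 with compound at 10 µM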
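Assay system: Luciferase/luciferin reagent mix; Medium: PBS as buffer for the ATP substrate; Dosing: test compounds dosed from 2 mM stocks in 100% DMSO; Times: 10 min, room temperature; Signal: luminescence from luciferase reaction; Read-out: luciferase activation; Controls: No-ATP low control, compound-free enzyme-plus-ATP high control.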
Diaph inh CS – counter-screen for diaphorase-based assays: diaphorase inhibitors and chemical oxidizers | AID 1217 | hit rate 0.69% among 190,000 | inhibition, % at 20 µM | diaphorase resazurin-to-resorufin fluorescence, NADH, 16 min; bacterial (C. kluyveri) enzyme, not human;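 active means primary screen inhibition at 20 µM above a set limit, cut at about 50% in these data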;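 further: plate controls were DMSO with full reaction for no effect and wells lacking NADH for full effect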
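Assay system – diaphorase enzyme from Clostridium kluyveri · Amount – diaphorase 0.14 U/mL (working solution) · Times – reaction incubation of 16 min at room temperature · Controls – No-NADH positive control and DMSO neutral control · Signal – resorufin fluorescence 544/590 nm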
HMGR II inh – blocks class II HMG-CoA reductase of Enterococcus faecalis; AID 1066; hit rate 0.41% among 190,000; inhibition, % at 10 µM; purified E. faecalis HMGR, NADPH absorbance 340 nm kinetic;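 active means inhibition above a set limit, the median over all tested compounds plus 3 SD, cut at about 9.5% in these data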;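 further: enzyme runs in reverse so mevalonate oxidation gives rising NADPH absorbance; 0% = complete reaction with DMSO and 100% = background rate lacking mevalonate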
PMI act satM6P – activators of human phosphomannose isomerase at near-saturating mannose 6-phosphate; P34949; coupled PMI enzyme assay, resazurin fluorescence, 20 min; stronger effect = higher value; 1 = untreated enzyme, 0 = substrate-free blank; activation factor at 20 µM; hit rate 0.34% among 190,000;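 active means activation factor of 2 or more at 20 µM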
Target sequence (P34949 whole entry, looked up): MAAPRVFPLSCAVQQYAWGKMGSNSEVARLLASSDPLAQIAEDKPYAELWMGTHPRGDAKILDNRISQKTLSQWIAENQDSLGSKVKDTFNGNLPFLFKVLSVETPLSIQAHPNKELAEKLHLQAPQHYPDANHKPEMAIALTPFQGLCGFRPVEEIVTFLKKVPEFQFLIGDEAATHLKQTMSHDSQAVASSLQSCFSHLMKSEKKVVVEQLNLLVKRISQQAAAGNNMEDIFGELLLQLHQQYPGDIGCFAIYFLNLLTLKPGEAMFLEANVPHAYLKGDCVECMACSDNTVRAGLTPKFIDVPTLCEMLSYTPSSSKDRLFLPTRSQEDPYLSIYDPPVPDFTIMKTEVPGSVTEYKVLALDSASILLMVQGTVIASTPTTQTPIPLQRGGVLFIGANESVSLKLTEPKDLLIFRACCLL
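Material: human phosphomannose isomerase with PGI, G6PDH, diaphorase coupling enzymes. Quantity: 15 ng/mL PMI. Medium: HEPES pH 7.4 buffer with MgCl2 and Tween-20. Reagent: Near-saturating mannose-6-phosphate, 1.0 mM. Compound: 20 µM single dose. Times: enzyme reaction with compound 20 min at room temperature. Detection: resorufin fluorescence at Ex 544/Em 590 nm.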
PMI act – activators of human phosphomannose isomerase. P34949. purified human PMI, coupled resazurin fluorescence, 20 min; stronger effect = higher value; 1 = vehicle control, 0 substrate-free wells. activation factor at 20 µM. hit rate 0.005% among 190,000. AID 1214;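 active means activation factor of 2 or more at 20 µM, relative to plate controls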
TNAP inh hiacc – blocks human TNAP under high phosphate acceptor concentration; hit rate 0.03% among 200,000; P05186; purified TNAP, CDP-star luminescence, 1 M DEA; inhibition, % at 20 µM;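 active means over 50% inhibition of tissue-nonspecific alkaline phosphatase at 20 µM in the single-dose screen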;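 further: plate controls were DMSO wells for no effect and EDTA-quenched wells as full inhibition for full effect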
TNAP inh noacc – inhibitors of human TNAP without phosphate acceptor. AID 1012. purified TNAP, CDP-star luminescence, 30 min. P05186. hit rate 0.26% among 200,000. inhibition, % at 20 µM;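 active means tissue-nonspecific alkaline phosphatase inhibition above about 50% at 20 µM in the single-dose screen, limit read from the data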;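 further: 0% = DMSO negative control and 100% = EDTA positive control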
G6PDH counter – counter-screen for G6PDH assay hits: L. mesenteroides G6PDH inhibition; Purified L. mesenteroides G6PDH, diaphorase/resazurin coupled fluorescence, 45 min; inhibition, % at 5 µM; hit rate 0.12% among 200,000; AID 1020; in the data active means inhibition above about 50%
* marks the source's active call; other numbers are inactive results; · = no result given.

canonical_smiles,G6PDH counter,PMI act,Diaph act CS,HMGR II inh,PMI act satM6P,FLuc stim CS,TNAP inh hiacc,TNAP inh noacc,Diaph inh CS,TNAP act hiacc
S=C1CSc2ccccc2N1,1,1,1,3,1.1,0.9,1,-5,-4,1
Cc1ccc(Oc2ccc(NC(=O)CSc3n[nH]c(N)n3)cc2)cc1,3,1,0.9,1,1.1,1,-3,-7,6,1
COc1ccc(-c2cc(C(=O)NCc3ccc(Cl)cc3)no2)cc1OC,-37,0.9,0.8,-7,0.9,1.1,-7,-14,16,1.1
CCOC(=O)c1ccc(-c2ccc(/C=N/NC(=O)CN(c3ccccc3Br)S(C)(=O)=O)o2)cc1,2,0.8,0.9,-3,0.9,1,0,-6,14,1
Cc1ccc(O)c(-c2cc(C(=O)Nc3ccc(S(=O)(=O)Nc4nc(C)cc(C)n4)cc3)[nH]n2)c1,4,1,0.8,2,1,1.1,-2,-112,16,1
Cc1onc(-c2ccccc2)c1C(=O)Nc1ccc(-c2nnc3n2CCCCC3)cc1,23,1,0.9,1,0.8,1.1,-10,-6,10,1.1
CCOc1ccc(N=C2NN=C(c3cc(C)n(CC4CCCO4)c3C)CS2)cc1 (stereo not drawn),-6,1.6,1.1,3,1.8,1,-3,-15,-5,1
COc1cccc(-n2cnc3sc(C)c(C)c3c2=O)c1,8,1,1,4,0.7,0.9,2,-4,-2,1
Cc1ccc(C(C)(C)C)c(OCCN2CCCC2)c1,-2,1,0.9,-7,1,1,4,-10,14,1
Cc1nnc(SCC(=O)NCCN2C(=O)CSC2=O)s1,-15,0.9,0.9,-1,0.9,1.1,0,-15,12,1
CCc1ccc2[nH]c(=O)c(CN(CCN(CC)CC)C(=O)Nc3ccccc3OC)cc2c1,5,0.9,1,-4,1,1,-2,-4,0,1
CCOC(=O)Nc1ccccc1N1C(=O)c2ccccc2C1=O,1,0.9,0.8,0,0.9,1,-7,-14,17,1.1
CS(=O)(=O)N1N=C(c2ccco2)CC1c1ccccc1 (stereo not drawn),-13,0.9,0.9,-6,1,1,3,-2,12,1
O=C(COC(=O)/C=C/c1cccc(Cl)c1)NCCc1ccc(Cl)cc1Cl,-28,0.9,0.9,-2,1,1,1,-6,8,1
CCOC(=O)C1CC2CC(C1)CN(C(=O)C1CCCCC1)C2 (stereo not drawn),6,1,1,-5,1,1.1,-4,5,4,1
COc1cc(-c2cc(C(=O)Nc3c(Cl)cc(Cl)cc3Cl)c3ccccc3n2)cc(OC)c1OC,0,1,0.8,4,0.9,1.1,-7,-1,19,1.1
Cc1cnc(NC(=O)CSc2nnc(N)s2)s1,7,0.9,0.7,2,0.9,1,-6,-9,26,1.1
O=C(O)CCC(=O)NCc1ccc2[nH]c3c(c2c1)CCCC3,-2,0.9,0.9,-1,0.9,1.1,-3,1,10,1
CC(=O)C1=C(C)NC2=C(C(=O)CC(C)(C)C2)C1C (stereo not drawn),1,1.1,1.1,2,1.1,1,-1,-10,-8,1
CC(=O)c1cnc2c(C(=O)O)cnn2c1C,4,1,1.1,1,1.1,1,-2,-7,-10,1
CC1CCN(C(=O)C2CCCCN2S(=O)(=O)c2cccc([N+](=O)[O-])c2)CC1 (stereo not drawn),-1,1,1,5,1,1,0,-2,-1,1
O=[N+]([O-])c1ccc(S(=O)(=O)NCCN2CCOCC2)cc1,10,·,·,5,·,1.1,-4,-9,·,1
O=C1CC(SC(=NCc2ccc3c(c2)OCO3)Nc2ccccc2)C(=O)N1 (stereo not drawn),1,1,0.9,2,1,1.1,-2,0,12,1
COc1ccc(CNC(=O)CSc2nnc(-c3cccnc3)n2N)cc1,15,1,0.9,-1,0.9,1.1,-8,-20,9,1.1
CC(=O)Nc1nc(S(=O)(=O)c2ccc(C)cc2)c(Cl)s1,0,0.9,0.7,-1,0.9,1,-4,-10,26,1
Cc1ccc(CNCC(O)(c2ccccc2)c2ccc(Cl)cc2)cc1 (stereo not drawn),4,0.9,1.1,0,1,1,-3,-5,-6,1
Cc1cc(C)c2c(C)c(C(=O)NCc3ccncc3)oc2c1,2,1,1,0,1.1,1.1,2,-8,2,1
COC(=O)c1cc(=O)n(Cc2ccc(OC)c(OC)c2)c(=Nc2ccc(F)cc2)s1,4,0.9,0.9,-4,1,1,-1,-7,8,1
COc1ccc(-c2oc3cc(OC)c(O)c(OC)c3c(=O)c2OC)cc1O,12,1,0.8,-4,1,1.1,4,0,17,1
COc1cccc(C2=N/C(=C\N(C)C)C(=O)O2)c1,4,1,0.9,1,0.9,1,-5,-10,13,1
COc1ccc(CNC(=O)C(C)N=C2NS(=O)(=O)c3ccccc32)cc1OC (stereo not drawn),-14,0.8,0.9,0,0.9,1,2,-8,12,1
Cc1[nH]n2c(=O)c3c(nc2c1-c1ccc(Cl)cc1)CCC3,11,1,0.8,-7,0.9,1.1,-4,-9,19,1
Cc1cccc(S(=O)(=O)N2CCC(CO)(Cc3ccccc3)CC2)c1,19,0.8,0.7,-1,0.8,1,-5,-10,31,1
Cc1ccc(OCC(=O)N/N=C\c2ccc(O)c([N+](=O)[O-])c2)c([N+](=O)[O-])c1,1,1.1,1,2,1,0.9,10,5,3,0.9
COc1c2ccoc2c(OCC=C(C)C)c2oc(=O)ccc12,26,0.7,0.7,-3,0.5,1,-2,-9,28,1
O=C(Nc1ccc2c(c1)C(=O)NC2=O)c1ccc2ncsc2c1,-8,1.1,1,-3,1,1.1,-4,-12,3,1
Nc1c(C(=O)NCCN2CCOCC2)c2nc3ccccc3nc2n1CCc1ccccc1F,8,0.8,0.9,3,1,1.1,-7,-10,14,1.1
O=C(CSc1nnc(Cc2ccccc2)n1-c1ccc(F)cc1)N1CCOCC1,10,1,1,1,1,1,-4,-8,-5,1
Cc1ccc(C(=O)COc2ccccc2N2C(=O)c3ccccc3C2=O)cc1,-2,1,0.9,2,0.8,1,-2,-16,15,1
Cc1ccc(CNC(=O)c2ccccc2N)cc1,8,0.9,0.9,-1,0.9,1,-2,-6,10,1
c1ccc(COc2ccc(OCCCNC3CCCC3)cc2)cc1,-1,1,0.9,-2,1,1,-1,-5,6,1
O=C(NC(=S)NCCc1ccccn1)c1ccco1,5,1,0.9,1,1,1,0,-18,12,1
COCC(=O)NC1CCN(C(=O)NCc2ccccc2)CC1,8,1,0.8,-2,1,1,-10,-15,21,1.1
COc1ccccc1NC(=O)N(CCN(C)C)Cc1cc2cc(C)ccc2[nH]c1=O,10,1,1,-6,1,1,1,-6,-2,1
Cn1nnc2cc(C(=O)Nc3ccc(Cl)cc3)ccc21,4,1.1,1,4,1.1,1,-2,-7,0,1
CCOc1[nH]n(-c2ccccc2)c(=O)c1C=Nc1ccc(F)cc1F,0,1.4,1,6,1.2,1,-2,-16,0,1
COc1ccc(S(=O)(=O)c2ccc(OC)cc2)cc1,12,0.9,0.9,0,0.9,1.1,-4,-4,14,1
CN(C(=O)c1cccnc1)c1nnc(-c2cnccn2)s1,-4,1,0.9,-2,1,1,-5,-8,8,1.1
O=C(NNC(=O)c1cccnc1)Nc1ccc([N+](=O)[O-])cc1,16,0.9,0.9,-4,1,1,7,-6,10,0.9
COc1ccc(N2C(=O)C(Cl)=C(Nc3c(C)n(C)n(-c4ccccc4)c3=O)C2=O)cc1,-15,1,0.8,0,1.1,1.1,-4,-13,16,1
CC1=C2C(=O)OC(c3ccoc3)C2(C)CCC1 (stereo not drawn),2,0.9,0.8,-2,1,1.1,-4,-9,16,1

Looked up by structure from the entries so far:
canonical_smiles,G6PDH counter,PMI act,Diaph act CS,HMGR II inh,PMI act satM6P,FLuc stim CS,TNAP inh hiacc,TNAP inh noacc,Diaph inh CS,TNAP act hiacc
O=C(CSc1nnc(Cc2ccccc2)n1-c1ccc(F)cc1)N1CCOCC1,10,1,1,1,1,1,-4,-8,-5,1
COc1ccc(-c2oc3cc(OC)c(O)c(OC)c3c(=O)c2OC)cc1O,12,1,0.8,-4,1,1.1,4,0,17,1
Cc1ccc(OCC(=O)N/N=C\c2ccc(O)c([N+](=O)[O-])c2)c([N+](=O)[O-])c1,1,1.1,1,2,1,0.9,10,5,3,0.9
